PABP1 MLLE inh: inhibitors of PABP1 MLLE–PAM2 peptide binding, primary screen, biochemical, fluorescence polarization, FITC-PAM2, GST-MLLE. Polyadenylate-binding protein 1 (Homo sapiens), P11940. inhibition, % at 20 µM. hit rate 0.36% among 360,000. AID 588489, 2011; in the data active = inhibition above about 35%, passing the limit was not always enough;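 note: plate controls were DMSO wells with GST-MLLE for no effect and wells lacking GST-MLLE protein for full effect; some results filed as inactive read as strong as hits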
Target sequence (P11940 whole entry, looked up): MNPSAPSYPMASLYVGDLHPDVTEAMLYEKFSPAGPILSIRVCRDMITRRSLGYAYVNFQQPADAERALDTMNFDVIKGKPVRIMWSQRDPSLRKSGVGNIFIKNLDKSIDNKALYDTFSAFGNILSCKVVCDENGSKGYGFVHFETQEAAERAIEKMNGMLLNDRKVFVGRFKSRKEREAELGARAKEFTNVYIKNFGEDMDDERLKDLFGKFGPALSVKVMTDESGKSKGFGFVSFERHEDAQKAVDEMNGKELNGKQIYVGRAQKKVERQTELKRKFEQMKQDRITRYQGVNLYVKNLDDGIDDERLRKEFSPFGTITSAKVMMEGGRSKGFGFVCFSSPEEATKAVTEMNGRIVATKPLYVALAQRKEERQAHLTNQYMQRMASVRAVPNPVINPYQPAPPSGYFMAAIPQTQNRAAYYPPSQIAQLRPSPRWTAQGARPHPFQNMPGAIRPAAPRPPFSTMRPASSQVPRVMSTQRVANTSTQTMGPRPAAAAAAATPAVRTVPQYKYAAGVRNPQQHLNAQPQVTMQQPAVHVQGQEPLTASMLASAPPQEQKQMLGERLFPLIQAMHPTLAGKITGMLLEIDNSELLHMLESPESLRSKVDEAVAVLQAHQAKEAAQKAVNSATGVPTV
SKN-1 block: suppressors of acrylamide-induced Pgst-4::GFP reporter in worms, primary screen, SKN-1 inhibitor project, whole organism, uHTS, GFP/RFP fluorescence ratio, strain VP596 | C. elegans VP596 Pgst-4::GFP/RFP ratio, 24 h | inhibition, % at 21.8 µM | hit rate 0.49% among 360,000 | AID 624304, 2012;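 active = interference check ratio from 0.5 to 1.5 plus GFP to RFP signal ratio inhibition reaching or exceeding a fixed threshold, cut at about 30% in these data, passing the limit was not always enough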; note: some compounds called inactive have numbers as strong as hits
Rin1 Abl inh: inhibitors of Rin1-Abl protein binding, primary screen, biochemical, TR-FRET; hit rate 0.4% among 360,000; AID 588664, 2011; inhibition, % at 7.35 µM; in the data active = inhibition above about 5%, passing the limit was not always enough
FAS-TE inh: FAS thioesterase domain inhibitors, primary screen, biochemical, fluorescence intensity, uHTS; hit rate 0.67% among 360,000; recombinant FAS-TE, OMFH fluorogenic substrate, fluorescence endpoint; Fatty acid synthase (Homo sapiens), P49327; inhibition, % at 15 µM; AID 602261, 2012;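 active = compounds whose normalised, plate-corrected inhibition of enzyme fluorescence in the single-dose primary screen is 50% or more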;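 note: 0% = DMSO with enzyme and 100% = substrate without enzyme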
NadD inh: inhibitors of S. aureus NadD, primary screen, biochemical, colorimetric, uHTS. Nicotinate-nucleotide adenylyltransferase NadD (Staphylococcus aureus N315). inhibition, % at 20 µM. purified NadD enzyme, colorimetric absorbance read-out. AID 602399, 2012. hit rate 0.78% among 360,000; in the data active = inhibition above about 26%; note: some compounds past the cut are filed as inactive
Neddyl block: inhibitors of cullin neddylation, primary screen, biochemical, TR-FRET, uHTS, NAE and Ubc12; NEDD8-conjugating enzyme Ubc12 (Homo sapiens) + NEDD8-activating enzyme E1 regulatory …; calls only at 25 µM; hit rate 0.58% among 360,000; AID 651699, 2012; in the data active = inhibition above about 36%
MT1-MMP act inh: blockers of MT1-MMP proenzyme processing, primary screen, HT1080 RFP-PRO-GFP cells, GFP/RFP fluorescence. Matrix metalloproteinase-14 (Homo sapiens), P50281. GFP/RFP ratio fluorescence, overnight; percent of plate control window, DMSO zero. GFP/RFP ratio change, % at 20 µM. hit rate 0.061% among 360,000. AID 651647, 2012;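 active = GFP/RFP ratio change of at least 30% with cell ATP level not reduced by more than half and red fluorescence within 50% of control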; note: strong numbers were not always called active
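Assay system: RFP-PRO-GFP reporter HT1080 cells; read-out basis: GFP/RFP fluorescence ratio; benchmarks: DMSO wells and RFP-L50D-GFP cells; doses: 20 µM single dose, 1% DMSO; schedule: overnight cell settling, then overnight compound exposure, 37 °C, 5% CO2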
CSN inh: inhibitors of CSN-mediated cullin deneddylation, primary screen, biochemical, fluorescence polarization, uHTS. COP9 signalosome complex subunit 5 (Homo sapiens), Q92905. Purified CSN, SCF-Nedd8-OG deneddylation. inhibition, % at 12.5 µM. hit rate 0.38% among 360,000. AID 651999, 2013;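 active = pattern-corrected inhibition above about 35%, with an unprinted fluorescence ratio check between 0.5 and 1.5, limit read from the data, passing the limit was not always enough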;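 note: 0% = enzyme with substrate and 100% = substrate without enzyme; some results filed as inactive read as strong as hits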
Target sequence (Q92905 whole entry, looked up, one chain of several): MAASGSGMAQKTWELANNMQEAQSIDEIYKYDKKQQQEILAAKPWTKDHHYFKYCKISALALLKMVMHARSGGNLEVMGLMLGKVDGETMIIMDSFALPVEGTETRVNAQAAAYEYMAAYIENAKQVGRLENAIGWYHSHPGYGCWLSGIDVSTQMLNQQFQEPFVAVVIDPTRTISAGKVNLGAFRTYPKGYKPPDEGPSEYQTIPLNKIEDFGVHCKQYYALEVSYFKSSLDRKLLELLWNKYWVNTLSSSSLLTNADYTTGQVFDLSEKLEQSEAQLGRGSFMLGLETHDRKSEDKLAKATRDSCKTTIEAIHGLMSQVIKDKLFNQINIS
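Test system: Human Csn5 produced in HEK293T cells | Compound: 12.5 µM single point | Times: 90 min, room temperature | Signal: Fluorescence polarization readout | Read-out basis: % inhibition of substrate cleavage by Csn5 | Controls: no-enzyme wells high, enzyme-with-substrate wells low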
Rpn11 block: Rpn11 (PSMD14) deubiquitinase inhibitors, primary screen, biochemical, fluorescence polarization, uHTS | 26S proteasome non-ATPase regulatory subunit 14 (Homo sapiens), O00487 | calls only at 20 µM | hit rate 0.59% among 360,000 | human 26S proteasome, Ub4-pepOG fluorescence polarization; 20S core pre-blocked with epoxomicin | AID 588493, 2011;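 active = inhibition at 20 µM, scaled to each plate's controls, above about 33%, limit read from the data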
Starred values were filed as active, the others as inactive; i = inactive; · = no result given. The order is random; overall some 3.9% were active at least once.

SMILES | PABP1 MLLE inh | SKN-1 block | Rin1 Abl inh | FAS-TE inh | NadD inh | Neddyl block | MT1-MMP act inh | CSN inh | Rpn11 block
Cc1cc(C)cc(N2C(=O)C3CC=CCC3C2=O)c1 (stereo not drawn) | -2.6 | -1.7 | 3.3 | -5.5 | -1.2 | i | 2.3 | 1.5 | i
C[C@@H](C(=O)Nc1cc(C(F)(F)F)ccc1N1CCOCC1)N1C(=O)C2CC=CCC2C1=O (stereo partly drawn) | 1.1 | -5.9 | 3.8 | -1.7 | -1.3 | i | -0.7 | -3.2 | i
Nc1cc(=O)[nH]c(SCc2ccc(Cl)cc2Cl)n1 | -12.7 | 5.0 | 0.0 | -0.1 | 4.8 | i | -2.0 | -2.6 | i
O=C(CCN1C(=O)C2CCCCC2C1=O)Nc1ccc(F)c(F)c1F (stereo not drawn) | -5.0 | -3.0 | 4.2 | -4.1 | 1.7 | i | 2.6 | 2.0 | i
COC1C(O)C(O)C(O)C(O)C1O (stereo not drawn) | -15.1 | 14.8 | -3.9 | -4.5 | 2.1 | i | 1.0 | 1.5 | i
COC(=O)C(CCSC)NC(=O)C12CC3CC(CC(C3)C1)C2 (stereo not drawn) | 6.8 | 7.8 | 2.9 | -4.2 | 9.3 | i | -8.9 | 3.2 | i
CCOc1ccc(CN2CCN(S(=O)(=O)c3ccc(NC(C)=O)cc3)CC2)cc1 | -0.8 | -0.8 | 0.1 | 10.3 | 1.1 | i | -4.1 | -9.7 | i
COc1cc(-c2n[nH]c(=S)n2-c2ccc(Br)cc2)cc(OC)c1OC | -25.4 | 3.8 | -1.5 | -3.8 | 6.1 | i | 3.7 | 0.0 | i
COc1ccc(-c2cc(-c3ccc(Cl)cc3)n[nH]2)c(O)c1 | -5.4 | 29.0 | 3.9 | 8.5 | -4.0 | i | 6.0 | -3.1 | i
COc1ccc(/C=N/Nc2nc(=O)[nH]nc2C)cc1OC | -13.9 | 4.1 | -4.7 | -6.3 | 0.4 | i | 2.1 | 1.9 | i
CCOC(=O)N1CCN(CC(=O)Nc2c(C(=O)OC)[nH]c3ccc(Cl)cc23)CC1 | 11.9 | 1.7 | -4.4 | 9.9 | 1.8 | i | -0.3 | -6.5 | i
Nc1ccc(-c2nc3cc(N)ccc3s2)cc1 | -15.0 | -5.3 | -2.3 | -2.1 | 5.5 | · | 3.3 | 15.9 | i
c1ccc(Nc2nc(-c3ccncc3)cs2)cc1 | -1.9 | -7.8 | 2.9 | 3.0 | 3.2 | i | -6.3 | -2.5 | i
O=C(Nc1ccc2c(c1)OCO2)C(c1ccccc1)N1CCN(C(=O)c2ccco2)CC1 (stereo not drawn) | 9.5 | -15.3 | -0.3 | 1.1 | 0.2 | i | -1.3 | 1.2 | i
CCCN1C2CCCC1CC(NC(=S)NCCCOCC)C2 (stereo not drawn) | -7.9 | -7.6 | 1.5 | -0.9 | -2.1 | i | -3.2 | -2.8 | i

3 entries already listed, ordered by the number in SKN-1 block, high to low:
mol,PABP1 MLLE inh,SKN-1 block,Rin1 Abl inh,NadD inh,Neddyl block,MT1-MMP act inh,CSN inh,Rpn11 block
COc1ccc(-c2cc(-c3ccc(Cl)cc3)n[nH]2)c(O)c1,-5.4,29.0,3.9,-4.0,i,6.0,-3.1,i
COC(=O)C(CCSC)NC(=O)C12CC3CC(CC(C3)C1)C2 (stereo not drawn),6.8,7.8,2.9,9.3,i,-8.9,3.2,i
C[C@@H](C(=O)Nc1cc(C(F)(F)F)ccc1N1CCOCC1)N1C(=O)C2CC=CCC2C1=O (stereo partly drawn),1.1,-5.9,3.8,-1.3,i,-0.7,-3.2,i

(further entries)
SMILES | PABP1 MLLE inh | SKN-1 block | Rin1 Abl inh | FAS-TE inh | NadD inh | Neddyl block | MT1-MMP act inh | CSN inh | Rpn11 block
CC(=O)N1c2ccc(S(=O)(=O)N(C)CC(=O)N(C)Cc3ccccc3)cc2CC1C (stereo not drawn) | -1.1 | -17.8 | 3.7 | 2.9 | 1.1 | i | -1.1 | -2.8 | i
CC(C)(C)c1ccc(OCC(O)CN2CCN(c3ccccn3)CC2)cc1 (stereo not drawn) | 3.0 | -19.6 | 0.0 | -3.1 | -12.0 | i | 4.0 | 0.6 | i
C[C@H](CO)N1C[C@H](C)[C@@H](CN(C)C(=O)Nc2ccc3c(c2)OCO3)Oc2c(cccc2N(C)C)C1=O | -15.6 | -4.5 | -1.9 | -11.4 | 1.2 | i | -0.2 | -4.5 | i
COc1cccc(-c2ncc3ccccc3c2COC(=O)c2ccco2)c1 | 6.4 | 8.2 | -0.2 | 17.9 | -3.9 | i | 7.0 | -4.4 | i
COc1cc(C2CC(=O)c3cnc(N)nc3C2)cc(OC)c1OC (stereo not drawn) | -13.9 | 11.5 | -3.2 | -0.1 | 0.6 | i | 2.9 | -4.7 | i
O=C(CN1C(=O)C2(OCCO2)c2ccccc21)c1ccc(Cl)cc1 | -9.2 | -8.6 | 1.9 | 7.2 | -3.2 | i | 0.5 | -0.5 | i
NC(=O)CC12CC3CC(C1)CC(CC(N)=O)(C3)C2 | 4.4 | 6.6 | -0.7 | -6.1 | 4.3 | i | 9.3 | -0.5 | i
CCOc1ncccc1C(=O)OCc1ccc(C#N)cc1 | -7.5 | 7.5 | -1.4 | 0.7 | 1.2 | i | 3.0 | 0.5 | i
O=C(/C=C/c1cccc(Cl)c1)OCC(=O)c1ccc[nH]1 | 11.3 | 10.9 | -1.5 | -11.1 | 2.7 | i | 1.0 | -5.7 | i
O=C1C2ON(c3ccc(Cl)cc3)C(c3ccco3)C2C(=O)N1c1ccccc1 (stereo not drawn) | 2.7 | -2.2 | -1.9 | 5.7 | -4.1 | i | -1.1 | -2.4 | i
C/C(=N\NC(=O)c1cccc(S(=O)(=O)N2CCOCC2)c1)c1cc2ccccc2o1 | -4.4 | -6.2 | -5.4 | 5.5 | 0.0 | i | 5.3 | -0.1 | i
CCC(C)NC(=O)CNC(=S)N(Cc1ccc(F)cc1)C1CCCCC1 (stereo not drawn) | -135.5 | 2.4 | -4.8 | -3.9 | -3.9 | i | -2.3 | 2.1 | i
CCN(CC)N=Nc1ccc(S(=O)(=O)Nc2c(C)n(C)n(-c3ccccc3)c2=O)cc1 | 5.1 | 1.8 | -0.1 | -4.8 | -1.3 | i | -2.2 | 2.0 | i
COc1ccc(OCc2cn3c(C)cc(C)nc3n2)cc1 | 9.2 | -3.2 | -5.4 | -14.1 | 1.8 | i | 2.5 | -18.6 | i
COc1cc(SC)ccc1C(=O)N1CC(C)OC(C)C1 (stereo not drawn) | 3.2 | 3.9 | -1.9 | -4.6 | -4.7 | i | -3.4 | -4.5 | i
COCCN(Cc1cc2cc(C)ccc2nc1Cl)C(=O)Nc1ccccc1OC | 4.2 | -5.3 | -0.9 | 14.9 | -7.9 | i | -0.9 | 5.0 | i
Cc1nn(-c2ccccc2)c(C)c1/C=C1\C(=O)N(C)C(=S)N1C | 1.4 | 4.8 | -0.9 | 6.5 | -5.1 | i | 1.2 | -1.7 | i
Cc1ccc(S(=O)(=O)N2CCC(C(=O)NCCCN3CCCC3=O)CC2)cc1 | -7.8 | -8.3 | 5.5 | -0.9 | 0.0 | i | 0.0 | -0.8 | i
COc1ccc(-n2c(CCC(=O)O)ccc2-c2ccc(F)cc2)c(OC)c1 | -1.3 | 12.8 | 1.1 | -1.7 | -2.7 | i | 2.3 | -3.3 | i
COc1cccc2cc(-c3csc(CCn4nc(C)cc4C)n3)c(=O)oc12 | -1.0 | 14.0 | -2.2 | 5.8 | 11.0 | i | 3.1 | 4.1 | i
NS(=O)(=O)c1ccc(NC(=O)CSc2nnc(Cc3cccs3)n2-c2ccccc2)cc1 | -16.2 | 6.1 | -2.4 | -3.8 | 2.1 | i | 2.4 | -0.4 | i
CCCN(CC1CC1)c1cc2c(c3c1ccn3C)C1CCC2O1 (stereo not drawn) | 6.6 | 8.2 | -0.4 | 7.7 | -7.0 | i | -0.8 | -4.6 | i
CC(C)CCn1c(O)c(N=NC(=O)c2ccco2)c2ccccc21 | 5.7 | 5.1 | -2.7 | 7.6 | -6.1 | i | 7.0 | -12.3 | i
Cc1ccc(NC(=O)CN(C)Cc2cc(=O)n3ccsc3n2)cc1 | 0.4 | 4.2 | -3.4 | -4.8 | -4.1 | i | -5.1 | 0.2 | i
COc1ccc(NC(=O)/C=C/c2ccccc2)c([N+](=O)[O-])c1 | -2.0 | 1.3 | -2.6 | -1.3 | -2.3 | i | 4.3 | -2.1 | i
COc1cccc(S(=O)(=O)NCc2ccc(C(=O)Nc3ccc(C)cc3)cc2)c1 | 5.6 | -10.2 | 0.2 | 1.4 | -6.8 | i | 4.4 | 3.6 | i
COc1cccc(/C=C2/SC(=O)N(CC(=O)N3CCc4ccccc4C3)C2=O)c1OCC(=O)O | 12.7 | 0.0 | -0.6 | -7.5 | 5.3 | i | 1.0 | -1.9 | i
Cc1nc2ccccc2n1CCC(=O)Nc1cccc(F)c1 | 7.3 | 8.7 | 2.0 | 0.1 | 8.5 | i | -1.1 | 3.9 | i
COc1ccccc1C1CCN(C(=O)c2ccco2)CC1 | -4.2 | 5.1 | 1.1 | -1.9 | 1.7 | i | -2.9 | -2.3 | i
C[C@H](CO)N1C[C@H](C)[C@@H](CN(C)S(=O)(=O)c2cn(C)cn2)Oc2ccc(NC(=O)C3CCCCC3)cc2C1=O | 1.9 | 12.6 | 0.8 | -7.3 | -3.0 | i | 3.1 | 0.0 | i
O=C(NNc1nc(-c2ccccc2)cs1)c1ccccc1 | 12.8 | 33.9 | -1.0 | -1.9 | 13.7 | i | 19.0 | -3.8 | i
CCOc1ccc(Oc2ccc(S(=O)(=O)N3CCOCC3)cc2N)cc1 | 5.4 | 4.4 | 1.8 | 1.6 | -2.3 | i | 2.5 | 8.5 | i
CC1(C)Oc2ccc(NC(=O)c3ccco3)cc2O1 | 0.1 | 1.4 | -1.8 | -2.1 | -5.1 | i | 1.6 | 12.7 | i
COc1ccc2c(CC(=O)N3CCN(S(=O)(=O)c4cccs4)CC3)coc2c1 | -26.4 | 11.6 | 2.5 | 4.5 | -2.8 | i | 0.5 | 3.3 | i
Cc1n[nH]c(C)c1CCN(C)Cc1cn(C)nc1-c1ccccc1F | 9.1 | -5.8 | -1.9 | -2.6 | -7.2 | i | 1.6 | 0.1 | i
Cc1ccc(Cl)cc1N1CCN(C(=O)CN(c2ccccc2)S(=O)(=O)N(C)C)CC1 | 7.4 | 16.6 | 6.9 | 19.7 | 6.8 | i | -11.8 | 4.4 | i

Source: PubChem
